# DNMT1 block: DNMT1 (human) enzyme inhibition; P26358; DNMT1 molecular beacon, Hinp1I cleavage, fluorescence; inhibition (reported as % activation of signal), % at 10 µM; 360,000 tested, 0.83% active; in the data active = inhibition above about 50%
# Target sequence (P26358 504-1616 limits assumed): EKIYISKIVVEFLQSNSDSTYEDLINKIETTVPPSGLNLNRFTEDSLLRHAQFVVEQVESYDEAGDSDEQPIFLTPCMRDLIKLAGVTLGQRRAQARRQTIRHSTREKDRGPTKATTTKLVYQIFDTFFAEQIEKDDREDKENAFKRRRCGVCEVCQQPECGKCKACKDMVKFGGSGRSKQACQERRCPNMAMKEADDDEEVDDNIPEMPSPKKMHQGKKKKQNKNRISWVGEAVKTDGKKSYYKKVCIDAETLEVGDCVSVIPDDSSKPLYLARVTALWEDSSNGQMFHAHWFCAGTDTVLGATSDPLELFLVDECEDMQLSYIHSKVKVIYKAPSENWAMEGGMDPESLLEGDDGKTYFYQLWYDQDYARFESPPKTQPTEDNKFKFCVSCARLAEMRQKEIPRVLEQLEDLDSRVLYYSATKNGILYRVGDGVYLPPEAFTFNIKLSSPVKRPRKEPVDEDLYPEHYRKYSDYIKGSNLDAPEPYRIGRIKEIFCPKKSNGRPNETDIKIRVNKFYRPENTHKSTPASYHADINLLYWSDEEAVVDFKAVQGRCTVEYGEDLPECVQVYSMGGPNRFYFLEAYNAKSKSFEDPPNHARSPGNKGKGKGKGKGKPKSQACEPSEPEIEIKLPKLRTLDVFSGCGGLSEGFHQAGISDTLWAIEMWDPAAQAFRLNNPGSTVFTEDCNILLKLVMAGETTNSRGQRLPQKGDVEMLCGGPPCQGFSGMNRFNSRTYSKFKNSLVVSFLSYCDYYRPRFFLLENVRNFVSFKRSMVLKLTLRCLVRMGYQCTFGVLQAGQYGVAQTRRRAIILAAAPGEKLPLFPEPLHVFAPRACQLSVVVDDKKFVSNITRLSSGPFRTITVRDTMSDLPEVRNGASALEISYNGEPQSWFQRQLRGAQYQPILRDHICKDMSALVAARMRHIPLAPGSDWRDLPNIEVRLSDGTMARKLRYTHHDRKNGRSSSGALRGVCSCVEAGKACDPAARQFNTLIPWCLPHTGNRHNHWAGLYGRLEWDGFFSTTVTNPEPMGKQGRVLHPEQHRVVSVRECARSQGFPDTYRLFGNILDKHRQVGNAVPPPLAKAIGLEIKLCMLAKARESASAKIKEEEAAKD
# NadD inh: inhibitors of Staphylococcus aureus NadD; purified NadD enzyme, colorimetric absorbance read-out; inhibition, % at 20 µM; 360,000 tested, 0.78% active; in the data active = inhibition above about 26%; note: some compounds past the cut are filed as inactive
# MT1-MMP act inh: MT1-MMP (human) activation inhibition; P50281; HT1080 RFP-PRO-GFP cells, GFP/RFP ratio fluorescence, overnight; percent of plate control window, DMSO zero; GFP/RFP ratio change, % at 20 µM; 360,000 tested, 0.061% active; AID 651647;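 active = GFP/RFP ratio change of at least 30% with cell ATP level not reduced by more than half and red fluorescence within 50% of control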; note: strong numbers were not always called active
#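 Test system: HT1080 RFP-PRO-GFP cells; Benchmarks: DMSO and RFP-L50D-GFP cell wells; Timing: cells overnight before dosing, compound overnight, 37 °C, 5% CO2; Compound: one 20 µM compound dose with 1% DMSO; Read-out: GFP/RFP fluorescence ratio.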
# STEP inh: blocks human striatal-enriched tyrosine phosphatase; P54829; recombinant STEP, OMFP fluorogenic substrate, fluorescence; inhibition, % at 20 µM; 360,000 tested, 0.25% active;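 active = inhibition at 20 µM, scaled per plate between control wells, above about 37%, limit read from the data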;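 note: 0% = DMSO with enzyme and substrate and 100% = substrate only without enzyme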
#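 Measure: Control-normalized % inhibition with plate pattern correction | Test system: STEP phosphatase, cell-free reaction | Medium: pH 6.0 Bis-Tris with DTT and Tween 20 | Technique: Fluorescence, 480/540 nm | Times: Reaction 20 min, ambient temperature | Doses: Single compound dose of 20 µM, 1% DMSO final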
# SKN-1 inh: blocks SKN-1 activity in C. elegans; C. elegans VP596 Pgst-4::GFP/RFP ratio, acrylamide-induced, 24 h; inhibition, % at 21.8 µM; 360,000 tested, 0.49% active;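 active = interference check ratio from 0.5 to 1.5 plus GFP to RFP signal ratio inhibition reaching or exceeding a fixed threshold, cut at about 30% in these data, passing the limit was not always enough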; note: some compounds called inactive have numbers as strong as hits
# Rpn11 block: blocks the human proteasome subunit Rpn11; O00487; human 26S proteasome, Ub4-pepOG fluorescence polarization; 20S core pre-blocked with epoxomicin; calls only at 20 µM; 360,000 tested, 0.59% active; AID 588493;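 active = inhibition at 20 µM, scaled to each plate's controls, above about 33%, limit read from the data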
# CendR NRP1 mod: modulators of CendR peptide binding to human neuropilin-1; O14786; FAM-RPARPAR peptide binding to NRP-1, fluorescence polarization; inhibition, % at 25 µM; 360,000 tested, 0.85% active; AID 602438;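 active = inhibition or corrected inhibition above about 18%, plus a signal ratio from 0.5 to 1.5, limit read from the data, passing the limit was not always enough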; note: strong numbers were not always called active
# Scp-1 inhibitor: Scp-1 (human) phosphatase inhibition; 340,000 tested, 0.88% active; Q9GZU7; Recombinant Scp1, phosphopeptide, malachite green phosphate absorbance; inhibition, % at 20 µM;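 active = inhibition above about 50% at 20 µM, limit read from the data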;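 note: plate controls were DMSO wells with enzyme for no effect and wells lacking enzyme for full effect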
#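 Test system: SCP-1 catalytic domain; Buffer or medium: Acidic Tris acetate buffer with magnesium and detergent; Also added: Phosphorylated 17-residue peptide substrate; Compound: single 20 µM dose, 1% DMSO; Schedule: enzyme reaction 45 min at room temperature, colour 5 min, stabilisation 30 min; Signal: Phosphate-binding colour reagent, absorbance read at 630 nm.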
# SUMO1-SIM PPI: alters human SUMO1 binding to SIM partners | SUMO1 binding to a labelled peptide, TR-FRET, 1 h | inhibition, % at 20 µM | 360,000 tested, 0.33% active; in the data active = inhibition above about 37%
# LMPTP inh: LMPTP (human) inhibition | P24666 | recombinant LMPTP-A, OMFP fluorogenic substrate, fluorescence intensity | 360,000 tested, 0.22% active | inhibition, % at 20 µM;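 active = compounds that cut the enzyme signal by at least half of the control window in the single-dose screen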;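 note: plate controls were DMSO wells with enzyme plus substrate for no effect and substrate without enzyme for full effect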
#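 test system = LMPTP-A | amount = 0.625 nM LMPTP-A final | reagent = fluorogenic phosphatase substrate OMFP at 400 µM final | incubation = 50 min at room temperature | benchmarks = no-enzyme low control, uninhibited high control | medium = Bis-Tris pH 6.0, DTT, detergent | signal = fluorescence intensity of OMFP turnover product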
# * = called active by the depositor; i = inactive; / = not tested or not shown. The order is random; about 3.9% have a hit in one of these screens.
smiles	DNMT1 block	NadD inh	MT1-MMP act inh	STEP inh	SKN-1 inh	Rpn11 block	CendR NRP1 mod	Scp-1 inhibitor	SUMO1-SIM PPI	LMPTP inh
CC(=O)Nc1cc([N+](=O)[O-])ccc1OCc1ccccc1	-0.2	-4.4	3.7	-3.3	-17.7	i	-13.6	-2.8	-26.3	-0.2
O=C(O)c1ccc(N2CCc3ccccc32)c([N+](=O)[O-])c1	-3.5	-8.2	-0.1	1.6	1.8	i	-2.9	-9.7	-39.7	1.9
Cc1ccc(NC(=O)CS(=O)CC(=O)N(c2ccccc2F)C(C)C(=O)NC2CCCC2)cc1 (stereo not drawn)	4.4	0.4	-0.5	-3.5	-10.0	i	4.9	2.6	-4.2	-2.0
Cc1ccc(NC(=O)C2(C)CCN2C(=O)CC(c2ccccc2)c2ccccc2)cc1 (stereo not drawn)	-5.4	-4.1	-1.9	-0.4	-2.7	i	17.4	/	0.6	3.3
CCOc1cc(N2CCOCC2)c(OCC)cc1NC(=O)COC(=O)[C@@H]1CCCN1S(=O)(=O)c1ccccc1F	-1.8	2.0	-0.3	0.7	6.8	i	-6.5	-1.4	1.3	0.0
CCN1C(=O)/C(=C2\C=Cc3ccccc3N2CC)SC1=S	-0.3	-6.9	99.1*	20.1	21.3	i	-9.3	-2.7	-23.9	25.5
CNc1ccccc1-c1nc2ccccc2n(C)c1=O	-1.3	1.4	7.1	4.1	-4.1	i	-0.6	-10.4	-14.9	0.4
CCOc1ccc(-n2c(SCC(=O)Nc3ccc(OC)cc3)nc3sc4c(c3c2=O)CCN(C)C4)cc1	-10.1	9.8	2.0	-2.1	-24.5	i	-15.5	-2.2	23.4	7.4
Cc1cccc(C)c1OCC(O)CN1CCC(CN2C(=O)c3cccc4cccc(c34)C2=O)CC1 (stereo not drawn)	1.4	12.3	-3.5	0.2	-7.5	i	-3.2	5.5	-22.3	5.2
Cc1nn(C)c(C(=O)Nc2ccn(Cc3ccccc3F)n2)c1[N+](=O)[O-]	-5.1	-9.0	8.1	-2.7	-15.4	i	-8.8	3.1	-7.7	-1.7
O=S(=O)(NCC(c1ccco1)N1CCOCC1)c1ccc(Cl)cc1 (stereo not drawn)	7.3	-7.4	0.7	-1.4	0.6	i	4.3	-7.9	2.4	-1.7
Cc1cc(C)nc(NC(=O)/C=C/c2ccc(Cl)cc2Cl)c1	-3.7	-0.7	-41.5	4.7	-20.6	i	-18.6	5.7	-12.1	-0.5
CCCCOc1ccc(/C=C2/Sc3ccccc3C2=O)cc1	11.4	11.4	23.6	-2.2	16.0	/	35.0*	-2.2	-4.8	4.4
Cc1ccc(-c2ccc(CO)o2)cc1N	6.6	9.7	-5.8	0.4	10.8	i	14.0	-6.7	-4.7	1.5
CN1/C(=C\C(=O)CSc2nncn2C)C(C)(C)c2ccccc21	13.1	-3.1	4.1	-3.1	6.9	i	-13.0	-2.4	-5.4	-0.8
Cc1ccc(-n2nc3c(=O)n(CCCC(=O)NCc4ccccc4C)nc(C)c3c2C)cc1	0.2	10.6	6.4	1.6	10.6	i	-5.4	-2.4	-2.4	1.1
O=C(C1CC1)N1CCN(Cc2ccccc2)CC1	-0.9	-5.4	-0.5	-2.8	-0.1	i	3.3	-3.5	4.4	-1.1
CN(Cc1ccccc1)C(=O)c1[nH]cnc1C(=O)Nc1ccccc1	-3.8	-3.6	5.3	-3.7	4.5	i	-5.9	-4.4	-0.8	2.1
CSc1ccc(/C=C/C(=O)Nc2ccccc2)cc1	-1.6	-3.8	3.9	-2.0	4.3	i	-0.6	-7.4	-2.9	0.5
COc1cc2c(C(=O)O)c(C)n(-c3ccccc3)c2c2ccccc12	-5.1	-5.8	-5.1	1.5	0.5	i	-10.1	-2.5	1.0	2.7
CC1CCN(C(=O)C2CCCN(S(=O)(=O)c3cccc4nsnc34)C2)CC1 (stereo not drawn)	-1.7	-5.4	0.9	-4.0	12.5	i	1.0	-5.5	-27.5	-0.1
O=C1CN(C(=S)Nc2ccccc2Cl)CCN1	2.9	0.0	7.2	-0.3	-6.5	i	-1.1	2.9	-1.4	-0.8
O=C(C1CCCN1S(=O)(=O)c1cccc2nsnc12)N1CCCCC1 (stereo not drawn)	0.5	-4.6	13.2	0.9	-8.7	i	-8.5	-10.4	-24.8	-0.7
COc1cccc(S(=O)(=O)N(C)C[C@@H]2OCc3cnnn3CCCC(=O)N([C@@H](C)CO)C[C@H]2C)c1	5.5	-5.1	4.8	-2.6	-21.1	i	1.4	/	1.8	-3.8
O=C(NN=Cc1ccccc1Cl)c1ccccc1	6.9	-3.2	-2.0	-0.5	18.9	i	6.8	/	-9.8	-1.4
COc1cc(NC(=O)CCc2c(C)[nH]c(=O)c(C#N)c2C)cc(OC)c1	1.1	-6.2	4.7	-3.4	0.2	i	5.1	-2.0	6.5	0.9
CC(NC(=O)c1ccccc1)C(=O)N/N=C/c1ccccc1 (stereo not drawn)	-1.2	1.5	-0.8	-1.5	-6.0	i	9.2	0.9	-8.1	0.3
O=S1(=O)CC(N2CCN(CCO)CC2)CN1Cc1cn(Cc2cccc(Cl)c2)nn1 (stereo not drawn)	/	-7.6	-1.3	/	16.1	/	-1.8	/	-1.2	-1.3
Clc1cccc(-c2ccc3ncnc(NCc4cccs4)c3c2)c1	0.2	11.5	4.1	1.1	14.9	i	-2.5	7.2	4.0	4.6
Cc1cc2nc(-c3cccc(Br)c3)c(Cc3ccsc3)n2c(C)c1Br	/	41.3*	3.7	/	8.6	/	-6.6	/	7.2	2.0

# Of the compounds above, 2 have a COOH group.
smiles	DNMT1 block	NadD inh	MT1-MMP act inh	STEP inh	SKN-1 inh	Rpn11 block	CendR NRP1 mod	Scp-1 inhibitor	SUMO1-SIM PPI	LMPTP inh
O=C(O)c1ccc(N2CCc3ccccc32)c([N+](=O)[O-])c1	-3.5	-8.2	-0.1	1.6	1.8	i	-2.9	-9.7	-39.7	1.9
COc1cc2c(C(=O)O)c(C)n(-c3ccccc3)c2c2ccccc12	-5.1	-5.8	-5.1	1.5	0.5	i	-10.1	-2.5	1.0	2.7

# Continuation:
smiles	DNMT1 block	NadD inh	MT1-MMP act inh	STEP inh	SKN-1 inh	Rpn11 block	CendR NRP1 mod	Scp-1 inhibitor	SUMO1-SIM PPI	LMPTP inh
COc1ccccc1N1CCN(C(=O)C(F)F)CC1	1.3	-0.5	2.1	-0.4	9.4	i	7.3	0.2	5.5	-0.6
CCCC(=O)NC(=S)Nc1ccc(S(=O)(=O)Nc2ccc(OCC)cc2)cc1	-2.5	-0.2	1.7	1.1	1.7	i	2.5	0.1	-0.7	1.5
COc1ccc(C)cc1NC(=O)C1CCCN(S(=O)(=O)c2cccc3cccnc23)C1 (stereo not drawn)	-2.8	5.6	-0.1	0.9	3.3	i	-5.6	-4.1	3.4	0.7
Cc1cc(OCc2cc(C(=O)N(C)Cc3nonc3C)no2)cc(C)c1Cl	-6.2	-0.6	0.8	0.6	10.4	i	18.3	-11.8	2.2	4.4
CCNc1nc(-c2sc(NC(=O)C(C)(C)C)nc2C)c(-n2cc(-c3ccccc3)nn2)s1	/	11.4	-13.8	/	-5.3	/	13.0	/	-3.0	1.8
O=c1cc(O)c2sc(Nc3ccc(Cl)c(F)c3)nc2[nH]1	-20.9	38.2*	-5.7	1.3	-5.2	i	-53.6	-5.8	17.3	7.1
COc1ccccc1CCNC(=O)Cc1cccs1	-1.1	-4.5	-2.0	-3.5	-6.3	i	3.8	0.8	6.9	-0.8
CC(=O)C(C)Oc1cc(C)cc2oc(=O)c(C)c(C)c12 (stereo not drawn)	1.6	-2.3	2.9	3.3	-5.9	i	-0.3	-6.0	-6.3	-1.6
O=C(Nc1cccc(S(=O)(=O)N2CCCCC2)c1)c1ccccc1NS(=O)(=O)c1ccc(F)cc1	-11.9	3.6	-12.8	0.0	7.5	i	-1.7	4.0	6.1	0.4
O=C(NCc1cccs1)C1CCN(S(=O)(=O)c2cccs2)CC1	0.4	0.7	-0.7	-5.3	3.0	i	-4.4	-2.0	3.0	-0.1
CCn1cc(CN2CCCC(CNC(=O)COc3ccccc3OC)C2)c(C)n1 (stereo not drawn)	-0.3	-3.5	4.2	-3.0	-13.5	i	5.9	2.9	-3.6	-2.8
O=C(Nc1ccc(OCc2ccccc2)cc1)Nc1nnc([C@@H]2C[C@H](O)[C@@H](CO)O2)s1	-2.9	-2.5	3.6	1.6	-1.0	i	-0.3	/	4.7	-1.7
COCCNC(=S)N1CCN(c2cccc(C(F)(F)F)c2)CC1	-2.0	0.2	1.3	0.5	-6.5	i	4.6	-6.9	-1.4	-0.7
C/C(=N\NC(=S)NCCc1ccccc1)c1ccc(Cl)cc1	-2.9	5.2	2.5	-0.2	-1.0	i	-10.9	-6.7	0.1	4.9
Cc1noc(C)c1C(=O)N(CC(=O)NC1CCCC1)Cc1ccccc1F	-1.1	3.5	0.5	-0.4	5.5	i	-4.2	-3.0	-3.4	-1.0
COc1c(F)c(F)c(C(=O)Nc2ccc(N3CCN(Cc4ccccc4)CC3)cc2)c(F)c1F	4.3	-7.3	3.7	-0.6	8.2	i	16.5	-2.8	-2.5	2.0
N#Cc1ccsc1NC(=O)CSc1ncn[nH]1	-1.4	-11.6	-1.1	0.2	9.7	i	3.1	0.8	1.7	-2.0
COc1cccc(CNC(=O)CCc2ccc(OC)c(OC)c2)c1	-2.3	-3.1	-0.9	-2.1	-19.9	i	4.0	3.6	3.2	-1.5
CC[C@]12c3[nH]c4ccc(Cl)cc4c3CCN1C(=O)[C@@H](CC(=O)NCc1ccc(OC)c(OC)c1)C[C@@H]2C(=O)N1CCN(C(=O)c2ccco2)CC1	-2.6	1.3	-1.2	1.8	5.2	i	4.5	3.9	-2.2	-2.1
COc1ccc(NC(=O)CCNS(=O)(=O)c2cccc3nsnc23)cc1OC	3.9	1.0	1.4	-3.9	-9.6	i	-0.4	-2.1	-17.6	-0.4
CCOc1ccc(NC2OCC(O)C(O)C2O)c([N+](=O)[O-])c1 (stereo not drawn)	-2.7	-2.7	3.4	0.6	5.1	i	-2.7	-0.7	-16.5	1.0
O=C1N=C(N2CCCCC2)S/C1=C\c1ccc(Br)cc1	-0.7	2.0	0.6	-1.0	0.8	i	14.8	3.6	2.4	0.9
COc1ccc(CCNC(=O)C(=O)NCCOc2ccccc2Cl)cc1OC	1.8	0.1	1.3	0.1	4.9	i	-14.2	-7.1	0.8	-0.5
Cn1cc(CN2CCC(n3nccc3NC(=O)c3ccc4c(c3)OCO4)CC2)cn1	6.5	0.5	4.3	-0.8	2.0	i	-11.7	/	0.1	1.7

# Source: PubChem (Sanford-Burnham Center for Chemical Genomics)
